From PubChem
GLP-1R agonist = agonists of human GLP-1 receptor; HEK293 GLP-1R CRE-luciferase, luminescence, 4-6 h; cells express a hypersensitive GLP-1R form; Potency, µM (doses to about 45.6 µM), for inactives: at the top dose activation, hits mostly activators; actives 0.007% (n = 380,000); P43220; AID 624172; also: potency is read from the fitted curve at half-maximal effect; % of control where 0% means no effect
FUS yeast rescue = FUS proteinopathy suppression in yeast. S. cerevisiae FUS-expressing, growth rescue, OD600, 24 h. Potency, µM (highest dose often 76.6 µM), without a hit: at the highest dose growth rescue (activation), hits mostly activators. actives 0.24% (n = 390,000);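 also: potency is read from the fitted curve at half-maximal effect; plate controls were DMSO vehicle for no effect and reference control for full effect; nearly all actives have a fitted effect of over 55% in size; some results filed as inactive show a strong effect at the top dose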
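Yeast expressing FUS under galactose induction, OD 0.005 in 2% galactose medium; compounds in a dilution series, 24 h at 30C. Growth rescue by absorbance at 600 nm; CP55940 positive control, DMSO negative.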
GLP1R inv ag = GLP-1 receptor (human) inverse agonism | P43220 | HEK293 GLP-1R CRE-luciferase, luminescence, 24 h; GLP-1R form is constitutively active | Potency, µM (doses to about 38.3 µM), for inactives: at the top dose activity change, negative = inhibition, usual class: inhibitors | actives 1.6% (n = 410,000) | AID 624417; also: potency is read from the fitted curve at half-maximal effect; % is scaled to controls: 0 for no effect and ±100 for the full control effect; nearly all actives have a fitted effect of over 55% in size
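Stable HEK293 clone (constitutively active GLP-1R + cAMP-response luciferase); 200 cells/uL plated, 12 h pre-culture, compound 24 hr, 37 deg C/5% CO2; detection reagent 12 min RT; luminescence.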
Abeta yeast res = restores growth of yeast expressing A-beta42 peptide. yeast expressing A-beta42, growth rescue, OD600, 48 h; response scale: 0% DMSO, 100% iron-clioquinol control. Potency, µM (doses to about 46.1 µM), without a hit: at the highest dose growth rescue, hits mostly activators. actives 0.063% (n = 410,000). AID 1347071; also: potency is read from the fitted curve at half-maximal effect; nearly all actives have a fitted effect of over 55% in size
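Growth rescue measured by 600 nm absorbance after 48 h yeast culture at 30 C with compound. Values normalized between DMSO and an equimolar ferric chloride plus clioquinol control.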
PTHR1 ag = PTHR1 (human) receptor agonism | Q03431 | HEK293 GP2 PTHR1 cells, GloSensor cAMP luminescence, 1 h | Potency, µM (doses to about 115 µM), for the others: at the top dose activation, most hits filed as activators | actives 0.075% (n = 410,000); also: potency is read from the fitted curve at half-maximal effect; nearly all actives have a fitted effect of over 55% in size; some results filed as inactive show a strong effect at the top dose; inactives centre near -15; many of its hits are not listed in these tables
Target sequence (Q03431 whole entry, looked up): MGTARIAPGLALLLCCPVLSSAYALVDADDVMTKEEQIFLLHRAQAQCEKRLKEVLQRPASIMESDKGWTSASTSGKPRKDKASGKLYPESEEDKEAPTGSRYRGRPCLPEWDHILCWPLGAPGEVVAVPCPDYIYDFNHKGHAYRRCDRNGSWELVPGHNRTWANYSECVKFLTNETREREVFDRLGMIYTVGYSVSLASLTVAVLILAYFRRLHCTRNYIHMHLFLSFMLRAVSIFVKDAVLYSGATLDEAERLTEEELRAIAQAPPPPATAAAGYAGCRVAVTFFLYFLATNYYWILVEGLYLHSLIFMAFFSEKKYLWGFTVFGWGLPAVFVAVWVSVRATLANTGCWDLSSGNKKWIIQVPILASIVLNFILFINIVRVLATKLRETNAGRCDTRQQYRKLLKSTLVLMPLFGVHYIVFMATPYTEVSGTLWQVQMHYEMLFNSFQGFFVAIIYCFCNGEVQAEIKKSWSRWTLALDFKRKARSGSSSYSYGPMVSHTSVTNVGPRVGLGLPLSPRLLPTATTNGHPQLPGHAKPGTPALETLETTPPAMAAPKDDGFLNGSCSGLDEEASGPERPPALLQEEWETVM
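HEK-293-derived GP2 cells expressing PTHR1 and a GloSensor cAMP reporter, 3,000/well, plated overnight, given luciferin plus IBMX (each 0.5 mM as added) for 1 h at 37 °C, then compound for 1 h at 37 °C. Luminescence was read after 15 min at room temperature.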
DRD3 antagonist = D3 dopamine receptor (human) antagonism; actives 2.5% (n = 360,000); P35462; max response, negative = inhibition, %; D3R cells, DiscoveRx beta-arrestin luminescence, antagonist mode; active compounds read low; in the data active = max response below about -50%; inconclusive = no clear call, values can overlap the other calls; also: % is scaled to controls: 0 for no effect and ±100 for the full control effect; mostly tested at two doses, the higher about 12 µM
Target sequence (P35462 whole entry, looked up): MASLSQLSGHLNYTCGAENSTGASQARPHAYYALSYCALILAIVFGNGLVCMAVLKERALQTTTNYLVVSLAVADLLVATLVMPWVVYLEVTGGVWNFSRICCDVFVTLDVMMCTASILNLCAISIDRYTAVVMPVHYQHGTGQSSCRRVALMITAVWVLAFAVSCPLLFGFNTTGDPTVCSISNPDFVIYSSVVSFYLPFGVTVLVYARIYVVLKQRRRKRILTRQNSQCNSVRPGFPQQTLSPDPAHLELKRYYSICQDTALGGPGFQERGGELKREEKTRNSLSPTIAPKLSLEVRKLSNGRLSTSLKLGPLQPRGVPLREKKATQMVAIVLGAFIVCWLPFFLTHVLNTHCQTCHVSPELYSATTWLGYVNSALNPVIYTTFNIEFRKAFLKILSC
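Cells expressing the human receptor were seeded at 1500 cells/well, incubated overnight at 37 degrees C in 5% CO2, then exposed to library compounds with dopamine controls for 90 minutes at 37 degrees C before luminescent detection.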
pAkt inh = blocks phosphorylation of Akt | Neuro2A IGF-stimulated pAkt S473 HTRF, 20 min; active compounds read low | activity change, % for hits at 50 µM | actives 0.32% (n = 360,000) | AID 651550; in the data active = activity change below about -80%; inconclusive = mostly about -51% to -80%; also: % is scaled to controls: 0 for no effect and ±100 for the full control effect
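Single-point screen (50 µM final compound) in Neuro2A cells stimulated 20 min with 6 nM IGF at 37 deg C. After lysis, Ser473-phosphorylated Akt read by HTRF (ex 330 nm, em 615/665 nm) as the 665/615 ratio.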
TDP43 rescue = TDP-43 toxicity inhibition in yeast | Potency, µM (highest dose often 46.1 µM), for inactives: at the top dose growth rescue (activation), most hits filed as activators | TDP-43 expressing yeast growth rescue, BacTiter-Glo, 24 h | actives 1.8% (n = 410,000); also: potency is read from the fitted curve at half-maximal effect; % of control where 0% means no effect; nearly all actives have a fitted effect of over 50% in size
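Readout is BacTiter-Glo luminescence of cell growth, so inhibitors register as activators. TDP-43-expressing yeast at OD600=0.02 in galactose medium, after raffinose pregrowth to mid-log, were incubated with compound for 24 hr at 30 deg C.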
aSyn yeast inh = rescues yeast growth from alpha-synuclein toxicity. actives 0.14% (n = 370,000). AID 652106. Potency, µM (highest dose often 46.1 µM), for inactives: at the top dose growth rescue (activation), hits mostly activators. Yeast expressing alpha-synuclein, growth rescue, BacTiter-Glo, 24 h; also: potency is read from the fitted curve at half-maximal effect; % of control where 0% means no effect; nearly all actives have a fitted effect of over 65% in size
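Screening used galactose-induced yeast with toxic alpha-synuclein levels, exposed to compound for 24 hr at 30 deg C. Cell growth, read with BacTiter-Glo luminescence, gave the measured signal.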
* = called active by the depositor; [ ] = remark or other dose. Unless noted, calls follow the shape of the dose curve; as a rule, active = well fitted curve in the direction sought with a large enough effect; inconclusive = small, poorly fitted or top-dose-only effect, or another doubt; inactive = no such curve, though single readings can be large; an effect the other way counts as inactive or inconclusive. This is a subset; count on the stated rates, not on these rows.

For Cc1ccccc1-c1nc(CS(=O)(=O)CC(=O)N2CCCCC2)c(C)o1 the results were GLP-1R agonist -1.0%, FUS yeast rescue 25.4%, GLP1R inv ag inconclusive, Abeta yeast res -1.2%, PTHR1 ag -22.6%, DRD3 antagonist 3.7, pAkt inh inactive, TDP43 rescue -2.6% and aSyn yeast inh 11.9%.
`Cc1ccc2nc(-c3ccc(NC(=O)c4cccnc4)cc3)oc2c1` gave GLP-1R agonist -2.7%, FUS yeast rescue -3.3%, GLP1R inv ag inconclusive, Abeta yeast res -12.9%, PTHR1 ag -42.3%[inhibitor], DRD3 antagonist 53.4, pAkt inh inactive, TDP43 rescue 12.1% and aSyn yeast inh -12.6%.
CC(=O)c1ccc(N2CCN(C(=O)c3n[nH]c4ccccc34)CC2)cc1 was read as GLP-1R agonist 13.2%, FUS yeast rescue 9.4%, GLP1R inv ag 12.0%, Abeta yeast res -94.7%[inhibitor], PTHR1 ag -38.9%[inhibitor], DRD3 antagonist -6.1, pAkt inh inactive, TDP43 rescue -12.9% and aSyn yeast inh 10.5%.
`CC1=C(C(=O)Nc2ccc(C)cc2C)C(c2ccc(O)cc2)n2nnnc2N1` (configuration not stated) gave GLP-1R agonist -2.5%, FUS yeast rescue -28.1%, GLP1R inv ag inconclusive, Abeta yeast res -18.6%, PTHR1 ag 47.9% and TDP43 rescue -16.8%.
For Cc1ccc(OCC(=O)Nc2ccc(S(=O)(=O)N(Cc3ccccc3)c3ccccc3)cc2)cc1 the results were FUS yeast rescue 20.7%, GLP1R inv ag 5.4%, Abeta yeast res -21.2%, PTHR1 ag inactive and TDP43 rescue -1.2%.
Cc1cc(C(=O)Nc2c(C)nn(Cc3ccccc3Cl)c2C)no1 was read as GLP-1R agonist -4.3%, FUS yeast rescue 13.7%, GLP1R inv ag -12.8%, Abeta yeast res -16.1%, PTHR1 ag inactive, DRD3 antagonist 6.1, TDP43 rescue -8.8% and aSyn yeast inh -4.8%.
Screening c1csc(-c2ccc3nncn3c2)c1 returned GLP-1R agonist 9.3%, FUS yeast rescue -5.1%, GLP1R inv ag 18.6%, Abeta yeast res -17.5%, PTHR1 ag inactive, DRD3 antagonist -24.2, pAkt inh inactive, TDP43 rescue 6.7% and aSyn yeast inh 4.9%.
CCc1nnc(NC(=O)c2ccc(COc3ccccc3C)o2)s1 was read as GLP-1R agonist 12.6%, FUS yeast rescue -11.3%, GLP1R inv ag 5.2%, Abeta yeast res 2.7%, PTHR1 ag -1.4%, DRD3 antagonist 14.8, pAkt inh inactive, TDP43 rescue -5.9% and aSyn yeast inh 0.0%.
O=C(c1ccccc1F)N1CCN(S(=O)(=O)c2ccc(S(=O)(=O)N3CCCCC3)cc2)CC1 was read as GLP-1R agonist -4.3%, FUS yeast rescue 10.0%, GLP1R inv ag -34.2%, Abeta yeast res 0.1%, PTHR1 ag -18.8%[57.5 µM], DRD3 antagonist 11.8, pAkt inh inactive, TDP43 rescue -2.8% and aSyn yeast inh 0.1%.
`CC(C)(C)C(=O)CSc1ccc(S(=O)(=O)N2CCCC2)cn1` gave GLP-1R agonist 3.5%, FUS yeast rescue -7.5%, GLP1R inv ag -3.6%, Abeta yeast res 4.1%, PTHR1 ag -47.1%[inhibitor], DRD3 antagonist -9.1, pAkt inh inactive, TDP43 rescue 14.3% and aSyn yeast inh 9.3%.
For CN(CC(=O)Nc1ccc(F)cc1F)S(=O)(=O)c1ccc(C(=O)N2CCOCC2)s1 the results were FUS yeast rescue -1.8%, GLP1R inv ag 6.9%, Abeta yeast res -4.6%, PTHR1 ag inactive and TDP43 rescue 5.2%.
`COc1cccc(NC(=O)CN(C)C(=O)C2CC3C=CC2C3)c1` (configuration not stated) gave GLP-1R agonist 9.7%, FUS yeast rescue 13.4%, GLP1R inv ag -17.8%, Abeta yeast res 0.5%, PTHR1 ag -12.4%, DRD3 antagonist 6.4, pAkt inh inactive, TDP43 rescue -17.9% and aSyn yeast inh -2.8%.
For COc1ccc([C@@H]2CC=C(C(=O)O)[C@H](c3ccc(F)cc3)N2S(=O)(=O)c2ccc(C)cc2)cc1OC the results were GLP-1R agonist 0.1%, FUS yeast rescue 34.4%, GLP1R inv ag -1.9%, Abeta yeast res 2.6%, PTHR1 ag -7.4%, DRD3 antagonist -22.5, pAkt inh inactive, TDP43 rescue 2.8% and aSyn yeast inh 2.6%.
`CCOC(=O)CNC(=O)C12CC3CC(C1)CC(c1ccc(C)cc1)(C3)C2` gave GLP-1R agonist -0.3%, FUS yeast rescue 1.3%, GLP1R inv ag -9.3%, Abeta yeast res -12.5%, PTHR1 ag inactive, DRD3 antagonist 10.1, pAkt inh inactive, TDP43 rescue 4.1% and aSyn yeast inh 12.4%.
`COc1cccc(C(=O)NCCS(=O)(=O)N2CCC3(CC2)OCCO3)c1` gave GLP-1R agonist 12.2%, FUS yeast rescue -3.1%, GLP1R inv ag -11.0%, Abeta yeast res 9.5%, PTHR1 ag inactive, DRD3 antagonist 2.0, pAkt inh inactive, TDP43 rescue 13.7% and aSyn yeast inh 1.4%.
`CCOC(=O)c1ccc2c(c1)N(CC(=O)N1CCCC1)C(=O)C(C)(C)O2` gave GLP-1R agonist 4.2%, FUS yeast rescue 12.5%, GLP1R inv ag -9.4%, Abeta yeast res 2.2%, PTHR1 ag -14.9%, DRD3 antagonist 22.0, pAkt inh inactive, TDP43 rescue 8.9% and aSyn yeast inh -8.8%.
`COc1ccc(CN2CCN(C(=O)C3CCC(CNS(=O)(=O)c4ccccc4)CC3)CC2)c(OC)c1OC` (configuration not stated) gave GLP-1R agonist 9.6%, FUS yeast rescue 24.0%, GLP1R inv ag inconclusive, Abeta yeast res -2.1%, PTHR1 ag -17.7%, DRD3 antagonist 1.4, pAkt inh inactive, TDP43 rescue 0.7%[0.397 µM] and aSyn yeast inh 2.1%.
`S=c1[nH]cnc2sc(-c3ccccc3)cc12` gave GLP-1R agonist 1.4%, FUS yeast rescue 4.9%, GLP1R inv ag -6.0%, Abeta yeast res 10.9%, PTHR1 ag -18.6%, DRD3 antagonist -1.6, pAkt inh inactive, TDP43 rescue inconclusive and aSyn yeast inh -12.9%.
Screening CCOc1cc(N2CCOCC2)c(OCC)cc1NC(=O)c1[nH]c(C)c(C(C)=O)c1C returned GLP-1R agonist 6.1%, FUS yeast rescue -8.2%, GLP1R inv ag 28.4%, Abeta yeast res -11.0%, PTHR1 ag -9.2%, DRD3 antagonist 12.7, pAkt inh inactive, TDP43 rescue 20.2% and aSyn yeast inh 9.7%.
For Clc1ccc(N/N=C/c2cccnc2)cc1 the results were GLP-1R agonist -12.5%, FUS yeast rescue -7.3%, GLP1R inv ag inconclusive, Abeta yeast res -37.0%[inhibitor], PTHR1 ag inactive, DRD3 antagonist -0.3, pAkt inh inactive, TDP43 rescue 0.0% and aSyn yeast inh 13.7%.
CCOC(=O)C(=CNc1ccc(OC)cc1[N+](=O)[O-])C(=O)OCC was read as GLP-1R agonist -0.9%, FUS yeast rescue 4.6%, GLP1R inv ag 32.9%[activator], Abeta yeast res -7.7%, PTHR1 ag -19.3%, DRD3 antagonist 228.8, pAkt inh inactive, TDP43 rescue inconclusive and aSyn yeast inh 3.9%.
Screening COc1cc(C)ccc1S(=O)(=O)NC(=O)C1(C)CCN1C(=O)COc1ccc(Cl)cc1 (configuration not stated) returned GLP-1R agonist -3.7%, FUS yeast rescue 15.6%, GLP1R inv ag -17.9%, Abeta yeast res 6.3%, PTHR1 ag inactive, DRD3 antagonist 5.6, pAkt inh inactive, TDP43 rescue 0.0% and aSyn yeast inh -0.1%.
For OCC[C@@H]1C[C@@H](O)[C@H](O)[C@]2(OCCc3ccccc32)O1 the results were GLP-1R agonist -2.5%, FUS yeast rescue -9.2%, GLP1R inv ag 12.5%, Abeta yeast res -9.2%, PTHR1 ag inactive, DRD3 antagonist 3.9, pAkt inh inactive, TDP43 rescue -1.8% and aSyn yeast inh -9.2%.
`CC(C)C1C(=O)N(Cc2cn(CCC3OCCO3)nn2)CCS(=O)(=O)N1Cc1ccc(-c2ccc(Cl)c(Cl)c2)cc1` (configuration not stated) gave GLP-1R agonist -1.6%, FUS yeast rescue inconclusive, GLP1R inv ag inconclusive, Abeta yeast res -7.1%, PTHR1 ag -73.4%[inhibitor], DRD3 antagonist -9.7, pAkt inh inactive, TDP43 rescue inconclusive and aSyn yeast inh inconclusive.
`CC1CCc2c(sc3ncnc(NS(=O)(=O)c4cccs4)c23)C1` (configuration not stated) gave GLP-1R agonist 13.2%, FUS yeast rescue -1.1%, GLP1R inv ag 18.7%, Abeta yeast res -3.6%, PTHR1 ag -32.3%, DRD3 antagonist -12.8, pAkt inh inactive, TDP43 rescue 3.3% and aSyn yeast inh -1.2%.
Screening O=c1ccc2ccccc2c2ccccc12 returned GLP-1R agonist -21.4%, FUS yeast rescue -18.2%, GLP1R inv ag inconclusive, Abeta yeast res -76.1%[inhibitor], PTHR1 ag -12.6%, DRD3 antagonist -78.9*, pAkt inh inactive, TDP43 rescue 3.16µM* and aSyn yeast inh inconclusive.
For COc1ccc(Cl)cc1NC(=O)CSc1nc2ccccc2nc1N1CCCCC1 the results were FUS yeast rescue 1.0%, GLP1R inv ag 1.8%, Abeta yeast res 2.1%, PTHR1 ag -17.3% and TDP43 rescue 19.4%.
O=S1(=O)CCOCCN1Cc1ccccc1 was read as GLP-1R agonist -3.1%, FUS yeast rescue -13.2%, GLP1R inv ag 13.4%, Abeta yeast res 8.4%, PTHR1 ag inactive, DRD3 antagonist -11.6, pAkt inh inactive, TDP43 rescue 15.2% and aSyn yeast inh -1.5%.
